Bioassay records (PubChem)
PNC inhibitor: blocks assembly of the perinucleolar compartment; PC3M PTB-GFP, PNC prevalence imaging, 16 h; active compounds read low; activity change (PNC), negative = inhibition, % at 10 µM; 3.1% of 140,000 active; AID 2417;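 active means readout at or below -70, meaning at least 70% loss of cells showing the perinucleolar compartment, a nuclear body marking cancer cells; inconclusive means readout between -30 and a set limit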;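 further: plate controls were DMSO wells for no effect and camptothecin positive control wells for full effect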
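PC3M cells stably expressing PTB-GFP, 750–1000 cells/well, treated 16 h at 37 °C with compound (23 nl of library stock), in duplicate. After paraformaldehyde fixation and Hoechst stain, imaged at 20x; PNC prevalence scored by image analysis.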
12-hLO inh: inhibitors of human 12-lipoxygenase (ALOX12); P18054; purified 12-hLO, xylenol orange hydroperoxide absorbance; Potency, µM (top dose mostly 57.1 µM), for inactives: top-dose activity change, negative = inhibition, most hits filed as inhibitors; 0.12% of 150,000 active; further: potency means the concentration at half of the fitted maximal effect; nearly all actives have a fitted effect of over 55% in size; many of its hits are not listed in these tables
Target sequence (P18054 whole entry, looked up): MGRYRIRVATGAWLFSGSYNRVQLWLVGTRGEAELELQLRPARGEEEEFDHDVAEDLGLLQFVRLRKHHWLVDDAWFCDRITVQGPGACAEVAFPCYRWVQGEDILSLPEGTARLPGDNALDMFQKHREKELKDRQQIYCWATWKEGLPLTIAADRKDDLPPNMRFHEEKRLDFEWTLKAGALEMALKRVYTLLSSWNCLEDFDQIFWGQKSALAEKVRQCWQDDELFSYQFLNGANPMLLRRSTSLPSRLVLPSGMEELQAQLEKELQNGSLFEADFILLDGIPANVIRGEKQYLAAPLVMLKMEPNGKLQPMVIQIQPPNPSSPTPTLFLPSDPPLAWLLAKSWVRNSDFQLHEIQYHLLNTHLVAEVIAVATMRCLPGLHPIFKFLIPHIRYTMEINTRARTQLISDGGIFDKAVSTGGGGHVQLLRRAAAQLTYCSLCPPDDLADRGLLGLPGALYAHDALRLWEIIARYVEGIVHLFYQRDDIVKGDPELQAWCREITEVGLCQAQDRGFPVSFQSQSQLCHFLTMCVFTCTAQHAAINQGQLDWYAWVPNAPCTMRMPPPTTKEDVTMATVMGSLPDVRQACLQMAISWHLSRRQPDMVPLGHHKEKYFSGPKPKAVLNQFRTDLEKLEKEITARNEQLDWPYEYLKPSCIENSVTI
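Purified human 12hLO (150 nM final) was preincubated with compounds for 15 min at room temperature in 25 mM Hepes pH 7.0, 0.01% Triton X-100, then reacted with 40 uM arachidonic acid for 30 min. Hydroperoxide was detected with ferrous iron/xylenol orange.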
15-hLO-2 inh: blocks human 15-lipoxygenase 2 activity; 0.56% of 110,000 active; AID 881; Potency, µM (series often up to 57.1 µM), inactives show at the top dose activity change, negative = inhibition, hits mostly inhibitors; O15296; purified 15hLO-2, xylenol orange hydroperoxide absorbance; further: potency means the concentration at half of the fitted maximal effect; nearly all actives have a fitted effect of over 60% in size; many of its hits are not listed in these tables
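Read-out: hydroperoxide product oxidises ferrous iron, measured as xylenol orange complex via the 573-to-405 nm absorbance ratio after 30 min. Reaction: 50 nM enzyme, 15 min compound preincubation, 45 uM arachidonic acid, 90 min RT, Hepes pH 7.5 with Triton X-100.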
IMPase cell inh: IMPase inhibition in cells; 120,000 tested, under 10 active; P97697; CHO-M1 cells, IP1 accumulation, HTRF TR-FRET ratio; inhibition (IP1 accumulation), % at 46.1 µM; active means well fitted curve in the direction sought with a large enough effect in the signal ratio, not every such curve was filed as active; inconclusive means small, poorly fitted or top-dose-only effect, or a change in a side signal; inactive means no such curve, though single readings can be large or run the other way; the % refers to the signal ratio;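 further: cells stimulated with carbachol in lithium chloride buffer; plate controls were DMSO basal wells for no effect and reference inhibitor wells for full effect; higher means more IMPase inhibition seen as more IP1 and lower FRET ratio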
Target sequence (P97697 whole entry, looked up): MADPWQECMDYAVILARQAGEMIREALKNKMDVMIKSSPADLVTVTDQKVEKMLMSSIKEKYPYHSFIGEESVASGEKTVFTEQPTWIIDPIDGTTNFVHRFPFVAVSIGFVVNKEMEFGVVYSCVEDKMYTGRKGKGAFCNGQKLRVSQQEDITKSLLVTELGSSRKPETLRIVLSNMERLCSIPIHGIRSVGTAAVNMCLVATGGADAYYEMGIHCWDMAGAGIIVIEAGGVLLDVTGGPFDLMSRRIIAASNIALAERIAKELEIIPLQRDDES
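Cellular IMPase inhibition is scored as a rise in cytosolic IP1, detected by competitive TR-FRET between d2-labelled IP1 and a europium anti-IP1 antibody. M1-expressing CHO cells were stimulated with carbachol for 30 min at 37C, with lithium (50 mM LiCl) present in the buffer.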
Active calls of the source: *; ? = inconclusive; / = not tested or not shown; [ ] = another dose, or the depositor's remark. Unless noted, the call rests on the fitted dose curve; in most records, active means well fitted curve in the direction sought with a large enough effect; inconclusive means small, poorly fitted or top-dose-only effect, or another doubt; inactive means no such curve, though single readings can be large; an effect the other way counts as inactive or inconclusive. Unless noted, on the % scale 0 is the no-effect control and ±100 the full control effect.

Values in the order – 12-hLO inh, 15-hLO-2 inh, PNC inhibitor, IMPase cell inh
- Cc1nnc(C)c2c(C)n(-c3ccc(Br)cc3)c(C)c12
    2%, 1%, ?, -4
- OC1(c2cccc(C(F)(F)F)c2)CCNCC1
    3%, 1%[2.29 µM], 36, -9
- CC(=O)N1CCC[C@@]2(CCN(c3ccccc3)C2)C1
    -2%, -7%, /, /
- COc1ccccc1NC(=S)NNC(=O)c1c(Cl)c(C)nn1C
    0%, 2%, 56, 0
- CN(C)S(=O)(=O)c1cccc(-c2cn3cc(Cl)ccc3n2)c1
    -2%, 0%, -83*, -5
- COC(=O)c1ccc(C(=O)OC)c(NC(=O)CN(C)Cc2ccc(Cl)c(Cl)c2)c1
    0%, /, -30, -2
- Cc1ccc(C(=O)NC(=S)NCCN2CCOCC2)cc1
    -3%, /, -12, /
- O=C(Oc1ccc(OC(=O)c2ccco2)c(S(=O)(=O)c2ccc(Cl)cc2)c1)c1ccco1
    -3%, /, ?, /
- Clc1ccccc1-c1nnc2sc(CCc3ccccc3)nn12
    12%, -19%, -9, -12
- Cc1ccccc1C(=O)NCc1ccncc1
    3%, -1%, 2, 0
- O=C(COc1ccc(S(=O)(=O)Nc2ccccc2)cc1)NCc1cccnc1
    -3%, /, 35, -3
- Cc1ccc(CCN2CC(C(=O)NCCN3CCOCC3)CC2=O)cc1 (stereo not drawn)
    -2%, 2%, -18, 2
- CC(=O)NS(=O)(=O)c1ccc(NC(=S)NC(=O)C(C)C)cc1
    2%, -6%, -8, 0
- COc1ccc(CN(CCN(C)C)Cc2ccccc2)c(OC)c1
    -5%, 13%, -15, 9
- Cc1cc(NC(=O)c2ccc3nc(C)sc3c2)no1
    4%, -3%, 30, ?
- CC(Sc1nc(N2CCCCC2)c2c(c1C#N)CCCC2)C(=O)O (stereo not drawn)
    -1%, -18%, -117*, -18
- COc1ccccc1N(CC(=O)NC(C)C)S(=O)(=O)c1cccs1
    -2%, /, -16, 3
- CC1CCCC(C(=O)O)N1C(=O)CCS (stereo not drawn)
    8%, -4%, 9, 3
- CC1(C)CC(=O)C2=C(C1)N(c1ccc(F)cc1)C(=O)CC2c1ccsc1 (stereo not drawn)
    -2%, -8%, 12, 2
- CN(CCOC(=O)C1c2ccccc2Oc2ccccc21)C(C)(C)C
    7%, 1%, 26, 24
- CC(C)=CCCC1=CCC2C(=O)NNC(=O)C2C1 (stereo not drawn)
    6%, /, ?, 10
- CC1(C)C(=O)C2(CCCCC2)C(=O)OC1c1cccs1 (stereo not drawn)
    2%, -2%, 18, 0
- CCCCNc1c(C(=O)OCC)c(C)nc2c1cnn2CC
    -6%, 22%, /, 13
- CCc1cccc(N(C)C(N)=Nc2cccc3ccccc23)c1
    -3%, 24%, /, 0
- O=C(O)c1cccn1Cc1ccccc1F
    -3%, -17%, -15, 2
- Cc1ccnc(SCC(=O)Nc2oc(-c3ccccc3)c(-c3ccccc3)c2C#N)n1
    -6%, -4%, 30, -1
- COc1cccc(C=Nc2ccccc2C(=O)Nc2ccccc2)c1O
    -18%, /, -110*, /
- CC(=O)c1ccc(-n2nnnc2SCC(=O)Nc2sc(C)c(C)c2C#N)cc1
    -2%, /, -10, -7
- CCCS(=O)(=O)N1CCN(C(=O)c2cc(OC)cc(OC)c2)CC1
    -4%, -2%, -12, 7
- COc1ccc(Cc2nnc(SCC(=O)NC3CCCCC3)n2C)cc1
    -1%, 0%, 9, -3
- COc1ccc(Cl)cc1NC(=O)C(=O)N/N=C/c1cc(C)n(-c2ccc(C)cc2)c1C
    2%, 1%, ?, -1
- CCOC(=O)Nc1sc(NS(=O)(=O)c2ccc(C)cc2)nc1C
    -5%, -6%, 26, 8
- CCOc1ccc(N2C(=O)CC(NCCc3ccc(S(N)(=O)=O)cc3)C2=O)cc1 (stereo not drawn)
    -3%, -1%, 11, 3
- CCNC(=O)/C(=C/c1ccco1)NC(=O)/C=C/c1ccccc1
    ?, -29%, -17, -5
- CC(CCc1ccccc1)NC(=O)C1CCCN(C(=O)c2cc3sccc3n2C)C1 (stereo not drawn)
    -7%, 0%, ?, 7
- C#CCOc1c(Cl)cc(/C=N/NC(N)=S)cc1OCC
    -27%, /, -5, /
- O=C(Nc1ccccc1)OCc1cc(-c2ccccc2Cl)on1
    -9%, 2%, 18, 11
- COc1ccc(CN2CN=C(Nc3nc4ccccc4s3)NC2)cc1
    -3%, 36%[activator], -23, 1
- CC(=O)NC1CC2CCCC(C1)N2CC(=O)NCc1ccc(F)cc1 (stereo not drawn)
    -5%, -6%, ?, 6
- COc1ccc(N2CCCn3c2nc2c3c(=O)n(Cc3ccccc3F)c(=O)n2C)c(OC)c1
    -1%, -20%, -15, 3
- CC(C)(C)c1ccc(C(=O)OCCNC(=O)c2c(Cl)nc3ccccn23)cc1
    -9%, 2%, 3, -3
- COc1cc(C)nc(N(C)S(=O)(=O)c2ccccc2Cl)n1
    -7%, -3%, 2, 16
- O=C1OC(NC(=O)c2ccccc2)C(N2CCOCC2)=C1Cl (stereo not drawn)
    2%, -3%, 40, 3
- COc1ccc(/C=C2\SC(=S)N(Cc3cccnc3)C2=O)cc1C
    -3%, /, ?, 3
- Cc1ccc(C)c(OCC(=O)Nc2nc3ccc([N+](=O)[O-])cc3s2)c1C
    7%, 2%, 60, 4
- COc1cccc(-n2c(SCC(=O)c3c[nH]c4ccccc34)nc3ccccc3c2=O)c1
    -1%, /, -15, /
- Cc1cccc(N=C2NC(=O)/C(=C3/C(=O)N(C)c4ccccc43)S2)c1C
    -11%, -6%, 15, 5
- COC(=O)Cc1cc(=O)oc2cc(OC)ccc12
    -1%, -2%, 50, -4
- CC(C)NCC(O)c1cc(O)cc(O)c1 (stereo not drawn)
    -1%, -5%, /, /
- CN(C)CCCNC(=O)CC(c1ccc(F)cc1)c1ccco1 (stereo not drawn)
    1%, 0%, ?, -3

Next results
Values in the order – 12-hLO inh, 15-hLO-2 inh, PNC inhibitor, IMPase cell inh
- CSc1cc(-c2ccc(Cl)cc2)n(Cc2ccccc2)c(=O)c1C#N
    7%, -1%, 44, -12
- Cc1cccc(-c2noc(CSc3ccccc3)n2)c1
    3%, -30%, 136, 3
- CC(=O)Nc1ccc(Nc2cc(C)nc3c(-c4ccc(Cl)cc4)c(C)nn23)cc1
    -2%, /, 17, -9
- CCOc1ccc(-n2cc(C(=O)N3CCN(C)CC3)c3cc(OC)c(OC)cc3c2=O)cc1
    5%, 3%, ?, 3
- COc1cc(C(=O)Nc2nc3ccc(C)cc3s2)ccc1OCc1c(C)noc1C
    2%, 11%, -28, -7
- Clc1ccc(Cc2ccc(SCc3ccccc3)nn2)c(Cl)c1
    4%, 14%, 50, 0
- CCNc1ncc2nc(-c3cc(F)cc(F)c3)c(=O)n(Cc3cccs3)c2n1
    -4%, 0%, /, /
- COC(=O)C1CCN(C(=O)C2CCCCC2)CC1
    2%, -2%, 34, -14
- Cc1ccccc1NC(NC(=O)c1cccs1)C(Cl)(Cl)Cl (stereo not drawn)
    -6%, 7%, 63, 6
- CCCCCCn1c(=O)c(F)cn(Cc2ccc(OC)c([N+](=O)[O-])c2)c1=O
    -4%, 6%[11.4 µM], ?, 11[1.84 µM]

3 compounds already listed, ordered by the value under IMPase cell inh, ascending:
Values in the order – 12-hLO inh, 15-hLO-2 inh, PNC inhibitor, IMPase cell inh
- Clc1ccc(Cc2ccc(SCc3ccccc3)nn2)c(Cl)c1
    4%, 14%, 50, 0
- Cc1cccc(-c2noc(CSc3ccccc3)n2)c1
    3%, -30%, 136, 3
- Cc1ccccc1NC(NC(=O)c1cccs1)C(Cl)(Cl)Cl (stereo not drawn)
    -6%, 7%, 63, 6

The list continues:
Values in the order – 12-hLO inh, 15-hLO-2 inh, PNC inhibitor, IMPase cell inh
- COCCc1ccc(OC[C@H](O)CNC(C)C)cc1
    -2%[25.6 µM], 12%[25.6 µM], /, 2[20.6 µM]
- COc1ccc(C(=O)N2CCC(C(=O)Nc3cccc(C)c3)CC2)cc1OC
    -5%, 7%, 12, 4
- CCOC(=O)c1ccc(NC2c3ccccc3C(=O)N2c2cccnc2)cc1 (stereo not drawn)
    -4%, /, 20, 7
- Cc1cccc(N/N=C/c2ccccc2O)c1
    -28%, /, 12, /
- CC12CC(c3ccccc3O1)N(C(=O)c1ccco1)C(=S)N2c1ccccc1 (stereo not drawn)
    -8%, -1%, 19, 4
- Cc1ccc(-c2cc(C(F)(F)F)n3ncc(C(=O)NCc4ccco4)c3n2)cc1
    -5%, 1%, ?, 5
- COc1ccc(NS(=O)(=O)c2ccc3oc(Nc4ccc5c(c4)OCCO5)nc3c2)cc1
    -11%, -14%, 23, 3
- CC(C)(C)NC(=O)NC(=O)CSc1nnc(-c2ccccc2F)n1N
    1%, 1%, 20, 1
- O=C(NC1CCCCCCC1)C1CCCN(S(=O)(=O)c2cnc[nH]2)C1 (stereo not drawn)
    -1%, 6%, 12, 4
- Cc1cc(C)nc(SCC(=O)N/N=C/c2cc(C)n(-c3ccccc3C)c2C)n1
    -2%, /, 8, /
- CCOc1ccc(CCNC(=O)C2CCN(c3nnc(-n4cccc4)s3)CC2)cc1OCC
    -1%, 6%, -12, 1
- Cn1nnnc1SCC(=O)NC(=O)Cc1ccccc1
    -6%, -10%, 0, 0
- COC(=O)C(NC(=O)c1ccc(Cl)cc1)(Nc1nc(C)cs1)C(F)(F)F (stereo not drawn)
    -1%, /, 54, 0
- CC1(C)N=C(N)N=C(N)N1c1cccc(CSc2ccccc2)c1
    8%[11.4 µM], 18%[11.4 µM], /, /
- CCOC(=O)CSc1nnc(-c2ccoc2C)n1-c1ccc(C)cc1
    3%, /, -100*, 3
- O=C(NCCN1C(=O)CCC1=O)c1ccncc1
    2%, -7%, -19, 0
- CCN1CCN(c2ncnc3c2sc(=S)n3-c2ccccc2)CC1
    2%, /, 28, 9
- Cc1cc(C)c(NS(=O)(=O)c2ccc(Cl)c(C(=O)O)c2)c(C)c1
    -4%, 6%, -29, -4
- N#Cc1c(N)nc(SCC(=O)NC2CCCCC2)c(C#N)c1-c1ccc(Cl)cc1
    0%, -18%, ?, -5
- CCc1ccc(OCC(=O)NCCOc2ccccc2)cc1
    2%, 6%, ?, 0
- Cn1c2ccccc2c2nnc(SCc3ccc4nonc4c3)nc21
    36%[activator], -10%, ?, 3
- Cc1ccc(NC=C(S(=O)(=O)c2ccccc2)S(=O)(=O)c2ccccc2)c(C)c1
    1%, -3%, -3, 7
- COc1ccc(NS(=O)(=O)c2c(C)[nH]c(=O)[nH]c2=O)c(OC)c1
    -2%, 5%, ?, -5
- CC(=O)Nc1ccc(S(=O)(=O)Nc2nc3ccccc3nc2Nc2ccc(S(N)(=O)=O)cc2)cc1
    -1%, /, 32, -18
- O=C(Nc1ccc2nc(-c3ccc(Br)o3)[nH]c2c1)c1ccco1
    -2%, 4%, -22, 6
- COc1cccc(NC(=O)N2CCC(C(=O)Nc3ccc(C)cc3C)CC2)c1
    -16%, -8%, 2, 7
- COC(=O)C1(CC(C)C)C=C2C(=C(C)C(=O)C2C)CN1 (stereo not drawn)
    -3%, -10%, /, /
- COc1ccc(C(=O)N2C(=S)NC(=O)/C2=C\c2ccc(C)cc2)cc1
    -4%, /, ?, /
- COc1cc(OC)cc(C(=O)Nn2cc(C(=O)Nc3c(F)cccc3F)c3ccccc3c2=O)c1
    -6%, /, -113*, /
- O=C(Nc1cccc2ccccc12)NC1CCCc2ccccc21 (stereo not drawn)
    17%, -17%, ?, -4
- COC(=O)c1ccccc1N1C(=O)C2C(C1=O)[C@H]1C=C[C@@H]2C1 (stereo partly drawn)
    3%, 1%, -20, -3

Not all compounds are listed; the hit share may differ from the screen's.
